GPR151 ag – activates the human receptor GPR151; Q8TDV0; PathHunter beta-arrestin GPR151 cells, luminescence; activation, % at 11.2 µM; 650,000 compounds, 1% hits; AID 1508602; in the data active = activation above about 4.9%;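 note: 0% = median of compound wells and 100% = cells with positive control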
Target sequence (Q8TDV0 whole entry, looked up): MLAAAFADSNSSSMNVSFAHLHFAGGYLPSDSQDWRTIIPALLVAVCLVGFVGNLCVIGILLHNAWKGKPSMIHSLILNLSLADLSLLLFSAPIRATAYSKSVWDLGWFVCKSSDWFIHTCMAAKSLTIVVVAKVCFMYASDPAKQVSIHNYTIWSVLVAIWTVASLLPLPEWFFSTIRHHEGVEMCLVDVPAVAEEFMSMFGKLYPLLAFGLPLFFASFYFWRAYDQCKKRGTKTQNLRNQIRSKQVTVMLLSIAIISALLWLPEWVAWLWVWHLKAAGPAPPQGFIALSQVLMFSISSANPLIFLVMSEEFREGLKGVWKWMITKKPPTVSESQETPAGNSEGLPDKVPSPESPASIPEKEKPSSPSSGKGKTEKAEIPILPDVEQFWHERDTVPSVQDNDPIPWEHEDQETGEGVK
MITF primary – blocks human microphthalmia-associated transcription factor | O75030 | AlphaScreen MITF homodimerization, bead proximity signal | inhibition, % at 2.6 µM | 650,000 compounds, 0.91% hits; in the data active = inhibition above about 50%;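 note: 0% = vehicle wells with protein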
Target sequence (O75030 whole entry, looked up): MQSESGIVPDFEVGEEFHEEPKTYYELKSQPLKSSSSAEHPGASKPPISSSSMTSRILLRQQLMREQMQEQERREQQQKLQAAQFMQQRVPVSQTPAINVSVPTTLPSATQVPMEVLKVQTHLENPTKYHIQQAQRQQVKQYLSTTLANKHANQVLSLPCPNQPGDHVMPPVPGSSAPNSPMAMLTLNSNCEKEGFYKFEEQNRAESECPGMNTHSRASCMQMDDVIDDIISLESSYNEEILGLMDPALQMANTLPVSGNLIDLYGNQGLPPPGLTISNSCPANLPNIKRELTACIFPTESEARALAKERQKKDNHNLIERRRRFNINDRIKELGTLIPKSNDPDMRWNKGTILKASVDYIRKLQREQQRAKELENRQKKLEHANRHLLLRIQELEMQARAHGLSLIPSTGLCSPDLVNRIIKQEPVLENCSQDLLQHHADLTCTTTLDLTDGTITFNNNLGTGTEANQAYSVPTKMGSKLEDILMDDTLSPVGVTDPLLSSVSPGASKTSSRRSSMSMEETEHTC
FBW7 act – activators of human E3 ligase FBW7; normalized activity (activation), % at 26.1 µM; AID 1259310; AlphaScreen FBW7–phospho-cyclin E peptide binding, activator screen; 650,000 compounds, 0.13% hits; in the data active = normalized activity above about 1.9%;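 note: purified mutant Fbw7 with reduced substrate affinity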
TEAD-YAP inh – TEAD-YAP interaction inhibition. HEK-TIYL cells, TEAD-Gal4/YAP UAS-luciferase luminescence. inhibition, % at 9.12 µM. 640,000 compounds, 1.4% hits. AID 1259422; in the data active = inhibition above about 32%;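 note: 0% = median of test compound wells and 100% = reference inhibitor wells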
Active calls of the source: *.

Structure	GPR151 ag	MITF primary	FBW7 act	TEAD-YAP inh
CC1C(=O)Nc2ccc(S(=O)(=O)Nc3ccc(F)c(Cl)c3)cc2NC1=O (centres undefined)	4.6	-12	0.6	1
O=C(/C=C/c1ccco1)Nc1ccc(C(=O)Nc2ccc(F)cc2)cc1	0.0	-1	0.2	2
Cc1ccccc1C(=O)n1cccn1	1.0	16	0.0	4
CCCOc1ccc(NC(=O)C(=O)NCCCOC)cc1	-1.1	23	0.9	-1
CCOC(=O)Nc1nnc(-c2ccc([N+](=O)[O-])cc2)s1	1.6	9	0.0	6
CCOc1ccc2nc(SCC(=O)c3ccc([N+](=O)[O-])cc3)sc2c1	1.1	3	0.0	3
O=[N+]([O-])c1nn(-c2ccc(Cl)cc2)n(O)c1=NCc1cccnc1	1.2	8	-0.2	-20
CCCC(=O)NCCc1sc(-c2cccc(F)c2)nc1C	1.2	0	-0.1	-67
CC(=O)N1CCC2(CC1)Oc1ccccc1C1CC(c3ccccc3)=NN12 (centres undefined)	0.8	9	0.5	-17
O=C(COc1ccc(F)cc1)N/N=C/c1cccc(Br)c1	-1.2	18	0.1	5

Single values from the results shown.
CC(=O)N1CCC2(CC1)Oc1ccccc1C1CC(c3ccccc3)=NN12 (centres undefined) in GPR151 ag → 0.8
Cc1ccccc1C(=O)n1cccn1 in MITF primary → 16
CCOC(=O)Nc1nnc(-c2ccc([N+](=O)[O-])cc2)s1 in TEAD-YAP inh → 6
O=C(COc1ccc(F)cc1)N/N=C/c1cccc(Br)c1 in TEAD-YAP inh → 5
O=C(/C=C/c1ccco1)Nc1ccc(C(=O)Nc2ccc(F)cc2)cc1 in GPR151 ag → 0.0
CC1C(=O)Nc2ccc(S(=O)(=O)Nc3ccc(F)c(Cl)c3)cc2NC1=O (centres undefined) in MITF primary → -12
O=[N+]([O-])c1nn(-c2ccc(Cl)cc2)n(O)c1=NCc1cccnc1 in GPR151 ag → 1.2

Continued.
Structure	GPR151 ag	MITF primary	FBW7 act	TEAD-YAP inh
CC(C)C(=O)Nc1c2c(nn1C(C)(C)C)CS(=O)(=O)C2	3.3	-6	-0.1	-4
CCN1CCN(C(=O)c2ccc(Cl)c(S(=O)(=O)Nc3ccc(C)cc3)c2)CC1	-0.3	0	-0.1	-4
CC(=O)N1c2ccc(S(=O)(=O)NCCC(=O)Nc3ccc(C)c(Cl)c3)cc2CC1C (centres undefined)	1.2	1	0.1	3
Cc1ccc(/C=C/C(=O)Nc2cccc(NC(=O)/C=C/c3ccc(C)o3)n2)o1	-0.5	40	0.1	-23
Cc1ccc(-c2csc3nc4c5ccccc5c(N5CCN(C)CC5)nn4c(=O)c23)cc1	1.4	4	0.2	-9
COc1ccc(C2C(C(C)=O)=C(O)C(=O)N2c2cccc(C(F)(F)F)c2)c(OC)c1 (centres undefined)	-1.9	-5	-0.2	-7
CN1CCN(C(=O)CCN2C(=O)/C(=C/c3ccccc3)SC2=S)CC1	-0.9	1	0.0	9
Cc1ccc(N2C(=O)c3cccc([N+](=O)[O-])c3C2=O)c(C)c1	0.9	4	-0.4	-10
O=[N+]([O-])c1cccc(/C=N/Nc2nc(N3CCOCC3)nc(N3CCOCC3)n2)c1O	0.5	10	0.0	0
COc1cccc(/C=C/C(=O)c2cccc([N+](=O)[O-])c2)c1	-0.7	9	0.0	6
CN(C)/C=N/c1c(C#N)cnn1-c1nc2ccccc2s1	-0.7	-3	-0.1	1
Fc1ccccc1C1C=C(c2ccc(I)cc2)Nc2ncnn21 (centres undefined)	-1.2	1	-0.1	4
O=C(Nn1cnc2sc3c(c2c1=O)CCCC3)c1cc(Br)ccc1O	0.2	-8	0.4	4
CCOC(=O)N1CCC(Nc2nncc(-c3ccc(OC)cc3)n2)CC1	10*	-3	-0.2	11
Cc1ccc(C)c(C(=O)Cn2cc(Br)ccc2=O)c1	0.0	11	0.6	-1
COc1cccc2oc(-c3ccccc3)cc(=O)c12	-11	12	0.1	60*
O=C(Nc1cccc2ccccc12)c1ccc2c(c1)C(=O)N(c1ccncc1)C2=O	0.1	13	-0.1	11
COc1ccc(OC(C)C(=O)N2CCN(c3ccccc3F)CC2)cc1 (centres undefined)	-0.9	0	-0.1	4
CCOc1ccccc1-n1c(=S)sc2c(=O)n(-c3ccccc3F)c(SCc3ccccc3C)nc21	-0.1	10	-0.2	3
CCc1ccc(N(CC)C(=O)NCc2noc3ccccc23)cc1	0.5	-1	0.1	-5

As a working copy, 5 of the compounds above:
Structure	GPR151 ag	MITF primary	FBW7 act	TEAD-YAP inh
CN(C)/C=N/c1c(C#N)cnn1-c1nc2ccccc2s1	-0.7	-3	-0.1	1
Fc1ccccc1C1C=C(c2ccc(I)cc2)Nc2ncnn21 (centres undefined)	-1.2	1	-0.1	4
O=C(Nn1cnc2sc3c(c2c1=O)CCCC3)c1cc(Br)ccc1O	0.2	-8	0.4	4
CCOC(=O)N1CCC(Nc2nncc(-c3ccc(OC)cc3)n2)CC1	10*	-3	-0.2	11
Cc1ccc(C)c(C(=O)Cn2cc(Br)ccc2=O)c1	0.0	11	0.6	-1

The listing continues:
Structure	GPR151 ag	MITF primary	FBW7 act	TEAD-YAP inh
COc1cccc(NC(=O)c2cc([N+](=O)[O-])ccc2Br)c1	-0.6	0	-0.1	6
COCCOC(=O)C1=C(C)NC(C)=C(C(=O)OCCOC)C1c1ccc(-c2ccccc2[N+](=O)[O-])o1	0.6	10	-0.1	0
O=C(CCc1ccc2c(c1)OCO2)NCC1Cc2cc(Cl)cc(-c3ncccn3)c2O1 (centres undefined)	-0.6	6	0.1	7
CC(C)(C)CC(C)(C)NC(=S)Nc1ccc(S(=O)(=O)N2CCOCC2)cc1	-1.0	5	0.1	4
O=C(c1nccs1)C1CCN(C(=O)c2csc3c2CCCC3)CC1	1.7	12	-0.1	6
COc1cc(C2NC(=O)N(CCc3ccccc3)C(C)=C2C(C)=O)c(Cl)cc1O (centres undefined)	0.0	7	0.1	-11
Clc1ccc(OCc2nn3cc(-c4ccccc4)c4c3n2CCCC4)c(Cl)c1	-0.6	-4	0.4	-4
N#Cc1cc2nnn(-c3cccc4ccccc34)c2cc1C#N	-1.2	20	0.4	2
CCCCOC(=O)C1=C(C)NC2=C(C(=O)CC(C)(C)C2)C1c1ccc(OC)cc1 (centres undefined)	0.7	10	0.0	-1
CCOC(=O)c1cc(S(=O)(=O)N2CCN(c3cc(C)ccc3C)CC2)cn1C	-0.4	2	-0.4	-2
O=C(OCn1cncn1)c1ccc(Cl)cc1Cl	-1.7	3	0.0	0
O=C(NCC1COc2ccccc2O1)c1ccc2c(=O)n(Cc3ccco3)c(=S)[nH]c2c1 (centres undefined)	2.3	-3	-0.1	-10
COC(=O)c1cc2nc(-c3ccccc3)cc(C(F)(F)F)n2n1	1.0	-4	-0.4	-2
Cc1cc(Cl)ccc1OCC(=O)NNC(=O)c1cc(Cl)ccc1O	0.2	12	0.1	2
COc1ccc2c(c1)CC(c1nc(Nc3cccc4cnccc34)c3ccccc3n1)CO2 (centres undefined)	2.3	1	-0.1	-8
COc1cc(/C=C/CN2CCc3nnc(C4CCCO4)n3CC2)ccc1O (centres undefined)	-0.2	14	0.9	8
CC(=O)c1cccc(NC(=O)c2ccc(N3CC4CC(C3)c3cccc(=O)n3C4)c(NC(=O)c3cccnc3)c2)c1 (centres undefined)	-0.1	-2	-0.1	-7
O=C(NCCOc1ccccc1)c1cc(-c2ccccc2)nc2c(Cl)cccc12	1.0	-9	0.1	-8
CCc1nc2c3c4c(sc3ncn2n1)CCCC4	-0.3	0	0.0	-12
CCOc1ccc(OCC)c(N=c2oc3c(C)ncc(CO)c3cc2C(N)=O)c1	0.0	-1	-0.1	1
COc1cc(C2Nc3ccccc3NC3=C2C(=O)CC(c2ccc(Cl)cc2)C3)cc(OC)c1OC (centres undefined)	-1.2	4	-0.1	-3
CCC1C(=O)C(CC)C(c2ccccc2)NC1c1ccccc1 (centres undefined)	0.0	4	0.0	-1
CCOc1ccc2cc(S(=O)(=O)N3CCC(C)CC3)ccc2c1	-0.3	4	-0.1	9
C=CCN1C(=O)/C(=C/c2c(N3CCCCC3)nc3ccc(C)cn3c2=O)SC1=S	0.8	15	0.1	2
COC(=O)C1=C(C)N(c2ccc(C)cc2)/C(=C\c2ccc(OCC(=O)Nc3ccccc3Cl)cc2)C1=O	-0.1	-3	-0.1	5
CCCC(CCC(=O)Nc1ccccc1Cl)C(=O)O (centres undefined)	-0.4	6	0.4	-2
COc1cc2[nH]c(=S)nc(NC3CCCCC3)c2cc1OC	-1.8	17	0.1	-13
CCCNS(=O)(=O)c1ccc2c(c1)OCCN2C(C)=O	-0.8	20	-0.1	8
CCOc1ccc(S(=O)(=O)Nc2ccc(-c3cn4ccc(C)nc4n3)cc2)c(OCC)c1	0.7	1	0.0	-12
Cc1nn(C(C)C(=O)N2CCN(c3ccccn3)CC2)c(=O)c2cc3occc3n12 (centres undefined)	0.0	16	0.2	-5
COc1ccc(Cl)cc1S(=O)(=O)N1CCN(C(=O)c2cccs2)CC1	-0.2	0	-0.1	0
O=C(Cc1ccc(Cl)cc1)Nc1ccc(-c2nnc(-c3ccco3)o2)cc1	-2.6	2	-0.3	-10
Cn1c(/C(C#N)=C(\O)c2cccc(Cl)c2)nc2ccccc21	0.9	-7	0.0	-6
CC(NC(=O)C12CC3CC(CC(C3)C1)C2)C(=O)NNC(=O)c1ccncc1 (centres undefined)	0.3	-1	-0.1	9
Cc1c(C(=O)NN2CCCCC2)nn(-c2ccc(Cl)cc2Cl)c1-c1ccc(Cl)cc1	-0.8	8	0.0	1
Cc1ccc(NS(=O)(=O)c2ccc3c(c2)CCN3C(=O)C2CCC2)cc1F	1.2	-1	-0.4	-25
CCN(C(=O)CCN1C(=S)NC(C)(C)CC1C)c1cccc(C)c1 (centres undefined)	-0.2	-20	0.1	-10
Cc1ccc(-n2nc3c(c2NC(=O)c2ccccc2Br)CS(=O)C3)cc1 (centres undefined)	-0.3	-1	-0.1	-5
COC(=O)C1(C(F)(F)F)N=C(C)OC(N2CCOCC2)=N1 (centres undefined)	0.7	3	-0.3	-1
Nc1nc(SCCSc2cc(Cl)ccc2Cl)n[nH]1	0.9	2	-0.2	8
CCOc1ccc(C(=O)Nc2cccc(NC(=O)c3cccc(Cl)c3)c2)cc1[N+](=O)[O-]	2.0	1	-0.1	5
COc1ccc(Nc2ncnc3c2cnn3-c2ccc(F)cc2)cc1OC	-0.8	9	-0.1	-12
CCOC(=O)c1c(C)n(-c2ccccc2)c2ccc(OC)cc12	-0.3	3	0.0	-17
CCc1nc(SCc2ccccc2)c2c(=O)n(C)c(=O)n(C)c2n1	-0.3	0	0.1	-11
CCOc1ccc(Br)c(C2Nc3ccccc3-c3nnc(SCC)nc3O2)c1 (centres undefined)	2.1	-4	0.1	-13
CN1CCc2cc(C(CNS(=O)(=O)c3ccc(Cl)cc3)N(C)C)ccc21 (centres undefined)	0.6	-9	-0.1	-3
COc1ccc(C(=O)N2CCN(S(C)(=O)=O)CC2)cc1	1.1	10	0.2	12
CCCNC(=O)c1nn2c(C(F)(F)F)cc(-c3ccccc3)nc2c1Cl	0.6	-7	-0.1	1
CCC(c1nnnn1Cc1ccco1)N1CCN(c2cc(Cl)ccc2C)CC1 (centres undefined)	-0.6	12	0.7	4
O=c1oc2ccccc2cc1-c1csc(Nc2ccc(C(F)(F)F)cc2)n1	1.1	11	0.0	4

Other results:
Structure	GPR151 ag	MITF primary	FBW7 act	TEAD-YAP inh
COC(=O)c1sc2ccccc2c1NC(=O)Cc1ccccc1	-0.2	-4	0.2	4
O=C(/C=C\c1ccc2c(c1)OCO2)Nc1nnc(SCc2ccccc2)s1	0.1	-5	0.0	8
O=C(Nc1cccc(F)c1)N1CCN(c2ccccc2F)CC1	0.4	-3	0.1	-31
O=C(Nc1ccccc1C(=O)NCCN1CCOCC1)c1ccc(F)cc1	-0.5	15	0.3	5
O=C(Oc1cccc(N2C(=O)C3C4CCC(C4)C3C2=O)c1)c1ccc(Br)cc1 (centres undefined)	-1.0	7	0.2	-8
COC(=O)c1ccccc1NC(=O)c1ccccc1N(C)S(C)(=O)=O	-0.3	-7	0.0	3
CCOc1ccccc1CNC(=O)CCN1C(=O)COc2ccccc21	-0.2	9	0.2	-3
O=C(CN1C(=O)C2CC=CCC2C1=O)NNC(=O)c1ccccc1F (centres undefined)	-0.9	11	0.4	-2

Assay outcomes as filed in PubChem.
